IDH1 R132H inh: inhibitors of human mutant IDH1 R132H | O75874 | IDH1-R132H enzyme, NADPH consumption, diaphorase/resazurin fluorescence | Potency, µM (highest dose often 76.6 µM), for the others: at the highest dose activity change, negative = inhibition, most hits filed as inhibitors | 390,000 tested, 0.093% active; also: % is scaled to controls: 0 for no effect and ±100 for the full control effect; nearly all actives have a fitted effect of over 65% in size
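IDH1-R132H (0.5 ug/mL dispensed) in pH 7.5 Tris buffer was preincubated 30 min with compound, then given a substrate mix of 0.016 mM NADPH and 2 mM alpha-KG for 80 min at room temperature; remaining NADPH was read by diaphorase/resazurin fluorescence.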
12-LOX inh: ALOX12 (human) lipoxygenase inhibition; purified 12hLO, xylenol orange hydroperoxide absorbance; Potency, µM (top dose mostly 108 µM), for inactives: at the highest dose activity change, negative = inhibition, usual class: inhibitors; 580,000 tested, 1.1% active; also: % is scaled to controls: 0 for no effect and ±100 for the full control effect
Target sequence (P18054 whole entry, looked up): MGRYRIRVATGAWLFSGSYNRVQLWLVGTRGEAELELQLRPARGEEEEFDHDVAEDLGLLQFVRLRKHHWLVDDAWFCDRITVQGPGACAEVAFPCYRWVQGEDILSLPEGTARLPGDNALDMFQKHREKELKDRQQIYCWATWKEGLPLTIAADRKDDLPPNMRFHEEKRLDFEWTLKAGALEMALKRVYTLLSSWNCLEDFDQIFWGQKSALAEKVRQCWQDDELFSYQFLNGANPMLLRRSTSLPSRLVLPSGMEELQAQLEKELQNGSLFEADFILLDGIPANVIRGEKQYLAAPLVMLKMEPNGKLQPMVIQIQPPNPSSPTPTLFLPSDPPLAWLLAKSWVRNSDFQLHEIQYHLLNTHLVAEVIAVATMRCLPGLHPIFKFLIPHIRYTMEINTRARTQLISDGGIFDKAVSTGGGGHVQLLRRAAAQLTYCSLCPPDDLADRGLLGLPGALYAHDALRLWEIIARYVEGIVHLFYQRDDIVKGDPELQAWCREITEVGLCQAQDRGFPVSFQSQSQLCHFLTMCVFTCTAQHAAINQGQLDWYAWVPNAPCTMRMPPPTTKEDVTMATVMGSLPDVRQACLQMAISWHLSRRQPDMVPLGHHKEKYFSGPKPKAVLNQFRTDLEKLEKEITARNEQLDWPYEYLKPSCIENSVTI
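Purified human 12hLO (150 nM final) in 25 mM Hepes, 0.01% Triton X-100, pH 7.0 was preincubated 15 min at room temperature with compound. Then 40 uM arachidonic acid was added, 30 min. Hydroperoxide was read by Fe-XO absorbance ratio 573/405 nm.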
rTrxR1 inhibitor: rat TrxR1 inhibition. recombinant rTrxR1, NADPH fluorescence consumption, selenite substrate. Potency, µM (titrated, usually from 114 µM), without a hit: top-dose activity change, negative = inhibition, actives largely listed as inhibitors. 390,000 tested, 1% active. AID 588453; also: % is scaled to controls: 0 for no effect and ±100 for the full control effect; nearly all actives have a fitted effect of over 65% in size
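Rat TrxR1 (90 nM in the dispensed reagent) was pre-reduced with 400 uM NADPH for 5 min at room temperature, then incubated with compound for 15 min. After 400 uM selenite was added, NADPH fluorescence (Ex 340/Em 450 nm) was followed for 8 min.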
USP1 inh: USP1/UAF1 (human) deubiquitinase inhibition. AID 743255. 390,000 tested, 0.23% active. recombinant USP1/UAF1, Ub-Rhodamine cleavage fluorescence. Potency, µM (series often up to 57.1 µM), inactives show at the top dose activity change, negative = inhibition, hits mostly inhibitors. O94782; also: % is scaled to controls: 0 for no effect and ±100 for the full control effect; nearly all actives have a fitted effect of over 60% in size; inactives centre near -12
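USP1/UAF1 complex (1 nM) preincubated 15 min at room temperature with compound, then Ub-Rho substrate (150 nM final) added. Kinetic fluorescence at 480/540 nm over 6 reads at 60 s intervals; 50 mM HEPES pH 7.8, 0.5 mM EDTA, 0.1 mg/ml BSA, 1 mM TCEP, 0.01% Tween-20.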
Vif-APOBEC3G blk: Vif-A3G binding inhibition; HeLa A3G-eYFP + Vif (tagged APOBEC3G with the HIV-1 protein that degrades it), YFP fluorescence, overnight; Potency, µM (top dose mostly 46.1 µM), without a hit: top-dose activity, negative = active, most hits filed as inhibitors; 410,000 tested, 0.076% active; AID 602310;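 also: % is scaled to controls: 0 for no effect and ±100 for the full control effect; nearly all actives have a fitted effect of over 60% in size; hits raise eYFP signal because A3G escapes Vif-driven loss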
Target sequence (Q9HC16 whole entry, looked up): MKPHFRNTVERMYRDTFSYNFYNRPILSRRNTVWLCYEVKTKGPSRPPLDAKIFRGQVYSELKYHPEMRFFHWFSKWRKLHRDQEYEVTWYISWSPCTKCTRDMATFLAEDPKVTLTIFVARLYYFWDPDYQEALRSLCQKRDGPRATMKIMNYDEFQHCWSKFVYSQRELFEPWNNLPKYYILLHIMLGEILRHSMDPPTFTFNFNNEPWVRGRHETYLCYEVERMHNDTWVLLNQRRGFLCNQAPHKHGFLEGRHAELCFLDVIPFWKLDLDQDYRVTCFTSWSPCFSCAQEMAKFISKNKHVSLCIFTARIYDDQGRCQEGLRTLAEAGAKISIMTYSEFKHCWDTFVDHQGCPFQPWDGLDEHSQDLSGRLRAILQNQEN
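HeLa cells stably expressing Vif and C-terminally eYFP-tagged A3G, seeded overnight at 37 deg C, then exposed to compound by pintool overnight at 37 deg C. Rise in yellow fluorescence (Ex 488/Em 500-530, Acumen) marks blocked Vif-driven A3G degradation.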
RGS4 inhibitor: human RGS4 inhibition; P49798; Transcreener GDP fluorescence polarization, RGS4-accelerated GTP hydrolysis; Potency, µM (top dose mostly 114 µM), for inactives: at the top dose activity change, negative = inhibition, usual class: inhibitors; 390,000 tested, 0.039% active; also: % is scaled to controls: 0 for no effect and ±100 for the full control effect; nearly all actives have a fitted effect of over 75% in size; some results filed as inactive show a strong effect at the top dose
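MLSMR compounds (23 nl, pin-transferred) preincubated 10 min at room temperature with a 500nM (2x) first reagent, then RGS4 at 900nM (2x) plus Transcreener GDP mix added; fluorescence polarization (620/688 nm) read before and after 90 min at 30 °C.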
TrxR1 substrate: rat thioredoxin reductase 1 substrate activity; Potency, µM (series often up to 114 µM), for inactives: top-dose activity change, negative = substrate turnover; purified TrxR1 substrate turnover, NADPH consumption readout; AID 588456; 390,000 tested, 0.01% active; also: % is scaled to controls: 0 for no effect and ±100 for the full control effect; nearly all actives have a fitted effect of over 50% in size
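Rat TrxR1, dispensed at 90 nM, was prereduced with 400 uM NADPH (final) for 5 min at ~22 deg C, then incubated with compound 15 min before 400 uM selenite. A first-read NADPH fluorescence drop versus no-compound background flagged substrates.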
Vif-APOBEC3F blk: inhibitors of Vif-A3F interaction. HeLa A3F-eYFP + Vif (tagged APOBEC3F with the HIV-1 protein that degrades it), YFP fluorescence increase. AID 602313. 390,000 tested, 0.2% active. Potency, µM (highest dose often 46.1 µM), inactives show at the top dose activity, negative = active; also: % of control where 0% means no effect; nearly all actives have a fitted effect of over 65% in size
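HeLa cells stably expressing Vif plus C-terminally eYFP-tagged A3F were seeded, incubated overnight at 37 deg C, dosed with compound, incubated overnight again at 37 deg C. Yellow fluorescence (Ex 488/Em 500-530) reported blocked Vif-mediated A3F-eYFP degradation.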
RXFP1 agonist: activates the human relaxin receptor RXFP1; 370,000 tested, 0.3% active; Potency, µM (series often up to 57.5 µM), for inactives: at the highest dose activation, actives largely listed as activators; AID 2676; HEK293T-RXFP1 cAMP TR-FRET, 30 min; response scale: percent of porcine relaxin response, buffer zero; also: % is scaled to controls: 0 for no effect and ±100 for the full control effect; nearly all actives have a fitted effect of over 60% in size; many of its hits are not listed in these tables
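HEK293T cells stably expressing RXFP1 were pretreated with the PDE4 inhibitor Ro 20174, exposed to compounds for 30 min at 37C, lysed, and cAMP was read by TR-FRET. Data normalized to buffer (basal) and 29 nM porcine relaxin (100%).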
The depositor's hits bear a star; ? = inconclusive; nt = not tested or not shown; & = joins results of further samples; [ ] = dose if it differs, or a comment. Calls follow the shape of the dose curve; as a rule, active = well fitted curve in the direction sought with a large enough effect; inconclusive = small, poorly fitted or top-dose-only effect, or another doubt; inactive = no such curve, though single readings can be large; an effect the other way counts as inactive or inconclusive. Potency is read from the fitted curve at half-maximal effect.

SMILES	IDH1 R132H inh	12-LOX inh	rTrxR1 inhibitor	USP1 inh	Vif-APOBEC3G blk	RGS4 inhibitor	TrxR1 substrate	Vif-APOBEC3F blk	RXFP1 agonist
CC1(c2ccccc2)NC(=O)N(CC(=O)NCC2CCCO2)C1=O (configuration not stated)	5%	-4%	2%	-17%	0%	25%	-2%	?	-0.3%
COc1cccc(C(=O)COC(=O)COc2c(C)cc(C)cc2C)c1	-5%	-16%	14%	-24%	-8%	13%	0%	1%	-0.5%
Cc1cc(C)c2c(=O)cc(C(=O)Nc3ccc(S(=O)(=O)N(C)Cc4ccccc4)cc3)oc2c1	0%	0%&-16%	15%	?	-1%	-69%	3%	0%	5.3%
COc1ccc(N2CCN(c3nc(C)c(C)c(=O)[nH]3)CC2)cc1	11%	4%	4%[57.1 µM]	1%	-1%	8%	9%	-1%	-3.1%
Cc1ccc(F)cc1NC(=O)Cn1c(=O)nc(-c2ccccc2F)c2cc(Cl)ccc21	-11%	-17%	15%[57.1 µM]	-20%	1%	16%	3%[57.1 µM]	-13%	14%
CN(C)N1C(N)=C(C#N)C(c2cccs2)C2=C1CCCC2=O (configuration not stated)	0%	31%	34%[57.1 µM]	-5%	0%	?	5%[57.1 µM]	10%	1.0%
CSc1ccccc1NC(=O)COc1ccc(Cl)cc1	8%	3%	29%	-12%	-6%	32%[activator]	8%[57.1 µM]	-8%	1.4%
Cc1nc2ccccc2nc1N1CCCCC1	2%	1%	18%[57.1 µM]	6%	1%	26%	14%[57.1 µM]	-1%	-1.4%
CN(C)/C=C/C(=O)c1ccc(Cl)c([N+](=O)[O-])c1	14%	?	31%[11.4 µM]	-2%	-7%	-35%	-19%[11.4 µM]	-12%	0.2%
O=c1cc(CN2CCN(c3ccc(F)cc3)CC2)c2cc3c(cc2o1)CCCC3	7%	1%	-2%	-9%	2%	3%	2%	-20%	0.0%
O=C1C=C(NCc2ccco2)C2(CCCCC2)O1	-2%	61%[activator]	-5%	-13%	0%	-11%	-8%	?	1.7%
Cc1ccc(Sc2ncccc2C(=O)N(C)Cc2cccs2)c(C)c1	0%	-6%	28%[57.1 µM]	-7%	0%	-9%	-7%	7%	-0.9%
CCc1ccccc1NS(=O)(=O)c1ccc2c(c1)CC(=O)N2	7%	?	0%	-2%	-4%	9%	-3%	-3%	-0.2%
C=CCN(c1ccccc1)S(=O)(=O)c1ccc2c(c1)NC(=O)C(C)C(=O)N2 (configuration not stated)	0%	19%	3%[57.1 µM]	-7%	-3%	6%	5%[57.1 µM]	-7%	-2.7%
CN(CC(=O)NCc1cccnc1)S(=O)(=O)c1ccc(F)cc1	15%	-9%	5%	-3%	-2%	8%	-3%	-6%	0.2%
Cc1cc(NC(=O)CSc2nc(-c3ccccc3)nc3c2c(=O)n(C)c(=O)n3C)no1	0%	10%	-3%[57.1 µM]	-7%	0%	-38%	12%[57.1 µM]	-3%	4.7%
Cc1cc(C)cc(NC(=O)Nc2ccccc2N2CCCCC2)c1	2%	71%[activator]	-6%[57.1 µM]	-14%	0%	14%	-5%	5%	1.1%
CCN(CC(=O)Nc1c(F)cccc1F)C(=O)c1ccc(S(=O)(=O)N2CCCCC2)cc1	1%	21%	18%	-13%	0%	-24%	4%	-3%	1.4%
CCOC(=O)c1nn(-c2ccc(C)cc2)c2nc(Nc3ccccc3)cc(=O)n12	1%	22%	-4%	-13%	-1%	-3%	-3%	-4%	2.5%
COC(=O)N/N=C/c1c(C)c(C(=O)c2ccc(F)cc2)n2ccccc12	6%	-7%	-11%	-21%	-14%	1%	-10%	-11%	0.3%
COc1cccc2cc(C(=O)N3CC(C)OC(C)C3)c(=O)oc12 (configuration not stated)	5%	12%	15%	0%	6%	1%	3%	-5%	0.0%
CN(C)S(=O)(=O)N1C(=O)c2ccccc2C1=O	-1%	-17%	7%	-21%	1%	11%	1%	-2%	4.3%
COC(=O)c1ccc(CSc2nnc(Nc3ccccc3OC)s2)o1	5%	19%	-9%	-11%	?	-11%	4%	-3%	-0.5%
O=S1(=O)N=C(N(CCO)/N=C/c2ccc(Cl)cc2)c2ccccc21	-3%	0%	13%	-17%	-1%	20%	7%	-8%	3.4%
Cc1ccnc2nc(C(=O)OCC(=O)Nc3ccc4c(c3)OCCO4)nn12	-1%	-4%&8%	-5%[2.29 µM]	-6%	0%	-5%	-7%[57.1 µM]	2%	nt

Brought forward from above: 2 entries; new compounds follow.
SMILES	IDH1 R132H inh	12-LOX inh	rTrxR1 inhibitor	USP1 inh	Vif-APOBEC3G blk	RGS4 inhibitor	TrxR1 substrate	Vif-APOBEC3F blk	RXFP1 agonist
O=S1(=O)N=C(N(CCO)/N=C/c2ccc(Cl)cc2)c2ccccc21	-3%	0%	13%	-17%	-1%	20%	7%	-8%	3.4%
Cc1ccnc2nc(C(=O)OCC(=O)Nc3ccc4c(c3)OCCO4)nn12	-1%	-4%&8%	-5%[2.29 µM]	-6%	0%	-5%	-7%[57.1 µM]	2%	nt
O=C(CSc1nnc2ccccn12)NCCc1ccc(F)cc1	1%	8%	8%[57.1 µM]	-3%	3%	14%	14%[57.1 µM]	3%	?
CCOC(=O)c1cc2c(N)c(C(=O)c3ccc(Br)cc3)sc2[nH]c1=O	-4%	4%	1%	-16%	-5%	-12%	-2%	4%	6.0%
COc1cc2c(cc1OC)C(C1C(=O)CC(C)(C)CC1=O)N(C(=O)CCl)CC2 (configuration not stated)	-1%	?	8%[57.1 µM]	nt	?	-3%	12%	-209%	-0.2%
COc1nccnc1NS(=O)(=O)c1ccc(NS(=O)(=O)c2ccc(NC(C)=O)cc2)cc1	-14%	-2%	1%[57.1 µM]	-7%	-6%	-4%	8%[57.1 µM]	-2%	-0.3%
Cc1cc(-c2cccs2)c(C#N)c(=S)[nH]1	6%	0%	?	-6%	4%	-23%	-8%	3%	17%
CCCC1CCC(c2nc(-c3cccnc3)no2)CC1 (configuration not stated)	2%	-11%	-14%	-14%	0%	-3%	-4%	-4%	-1.7%
CC(C)OCCCn1c(-c2ccc(Br)cc2)c[nH]c1=S	1%	45µM*	?	-22%	1%	-42%	-7%	?	2.8%
COc1ccc(-c2nn(-c3ccccc3)cc2C(=O)Nc2cccc(C(=O)O)c2)cc1[N+](=O)[O-]	-3%	?	13%	5%	-3%	-41%	-7%	6%	-2.3%
CCN1C(=O)[C@H]2[C@@H](c3ccc(C)cc3)N3C(=O)N(c4cccc(Br)c4)C(=O)[C@@]3(Cc3ccccc3)[C@H]2C1=O	-11%	-7%	26%[57.1 µM]	-5%	-10%	1%	11%[57.1 µM]	4%	1.4%
CCCCNC(=O)c1cnc2n(c1=O)CCS2	2%	-1%	10%	2%	-7%	-2%	0%	-8%	2.2%
CCC(Oc1ccccc1)C(=O)Nc1ccc(S(=O)(=O)NCC2CCCO2)cc1 (configuration not stated)	-1%	-9%	7%	-16%	0%	-15%	3%	-7%	1.9%
Cc1ccc(S(=O)(=O)N(C)C)cc1NC(=O)C(C)OC(=O)C1CCCCC1 (configuration not stated)	4%	0%	16%[57.1 µM]	-15%	0%	4%	10%[57.1 µM]	-1%	nt
O=S(=O)(c1ccc(=S)[nH]c1)N1CCCCC1	-7%	99%	?	-11%	-4%	-38%	-4%	-23%	0.3%
CS(=O)(=O)N(CC(=O)N1CCCCCC1)c1cccc(F)c1	1%	15%	16%	-5%	0%	-1%	6%[57.1 µM]	-2%	0.1%
CN(C)c1ccc(/C=C2/C=C(c3ccc4c(c3)CCCC4)OC2=O)cc1	2%	3%	-3%	-20%	2%	7%	2%	-1%	0.4%
CCN(CC1COc2ccccc2O1)C(=S)NCCCN(C)C (configuration not stated)	0%	-11%	30%	-19%	6%	1%	6%	7%	-0.9%
Cc1ccc(C2=N/C(=C\N(C)C)C(=O)O2)cc1	-1%	-20%	-8%	2%	1%	-7%	-10%	-2%	-0.3%
CCCN1C(=O)c2ccccc2NC1c1ccc(OC)c(COc2ccc([N+](=O)[O-])c(C)c2)c1 (configuration not stated)	nt	nt	6%	nt	0%	8%	-8%	nt	nt
C=CCn1c2ccccc2c2nnc(SCC(=O)OCN3C(=O)c4ccccc4C3=O)nc21	11%	123%[activator]	-10%	6%	1%	8%	-7%	3%	5.4%
O=C(COc1ccc(F)cc1)NCC1CCCO1 (configuration not stated)	-2%	0%	-10%	3%	0%	11%	-9%	-11%	1.6%
Cc1ccc(S(=O)(=O)c2cc3c(=O)n4ccccc4nc3n(C)c2=N)cc1	0%	-24%	19%	-22%	0%	6%	151%[activator]	-10%	-1.3%
C[C@H]1CCC[C@]2(O[C@H](CCO)C[C@@H](O)[C@@H]2O)O1	-7%	-2%	7%[57.1 µM]	-19%	2%	-7%	3%[57.1 µM]	5%	nt
Cc1ccc(S(=O)(=O)N2CCC(C(=O)NCCc3ccccc3)CC2)cc1	1%	-6%	17%	-1%	1%	6%	5%[57.1 µM]	-8%	3.5%
Cc1ccc(C)c(N2CCN(c3ncnc4onc(C)c34)CC2)c1	5%	-12%	17%	-32%	-2%	-8%	-1%	-2%	-2.8%

Screening results deposited in PubChem by National Center for Advancing Translational Sciences (NCATS).

Not all compounds are listed; rates above refer to the full screens.
